Rab7 wt GTP bind: dog Rab7 wildtype GTP binding, inhibitors and activators. GST-Rab7 beads, fluorescent GTP binding, flow cytometry; actives lie on both sides; untreated = 100%, excess cold GTP = 0%. GTP binding activity (percent of control), % at 10 µM. 0.055% of 190,000 active;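 active = fluorescent GTP binding to Rab7 beads changed by at least 20 points from the 100% baseline, either direction, mostly lower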;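 also: median green fluorescence of bound Bodipy-FL-GTP per Rab7 bead population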
Mcl1 Noxa PPI: disrupts binding of human Mcl-1 to Noxa peptide | TR-FRET Mcl-1/Noxa peptide binding, 2 h | inhibition, % at 21.7 µM | AID 1022 | 1.5% of 220,000 active | Q07820;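 active = compounds that cut the protein-peptide binding signal by more than 50% relative to plate controls in a single-dose test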;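 also: His-tagged Mcl-1 with rhodamine Noxa BH3 peptide and terbium anti-His antibody; 0% = Mcl-1 plus Noxa peptide wells and 100% = peptide-only wells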
Mcl-1 Bim block: human Bim-Mcl-1 interaction inhibition; Q07820; inhibition, % at 10 µM; Bead-based flow cytometry, Bim peptide-Mcl-1 binding; 0.1% of 190,000 active; AID 1009; in the data active = inhibition above about 40%;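 also: 0% = no compound tracer wells and 100% = peptide blocker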
Pf gametocyte: kills late stage P. falciparum gametocytes; inhibition, % at 10.9 µM; 0.065% of 150,000 active; AID 743093; P. falciparum stage V gametocytes, ATP luminescence, 24 h;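 active = inhibition above the mean plus 3 SD of compounds within the control limits, set per campaign, cut at about 38% in these data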;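 also: 0% = DMSO wells and 100% = medium only without gametocytes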
Cdc42 wt: changes GTP binding to wildtype human Cdc42; P60953; GST-Cdc42 beads, Bodipy-GTP binding, flow cytometry; actives lie on both sides; percent activity (GTP binding), % at 10 µM; 0.2% of 190,000 active;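 active = percent activity GTP binding at least 20 points away from the 100% baseline, either down as inhibitor or up as activator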;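 also: median bead fluorescence of bound Bodipy-FL-GTP at 100 nM; 0% = excess unlabeled GTP control and 100% = no compound control; below 100% means less GTP binding so inhibitor and above means activator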
Target sequence (P60953 whole entry, looked up): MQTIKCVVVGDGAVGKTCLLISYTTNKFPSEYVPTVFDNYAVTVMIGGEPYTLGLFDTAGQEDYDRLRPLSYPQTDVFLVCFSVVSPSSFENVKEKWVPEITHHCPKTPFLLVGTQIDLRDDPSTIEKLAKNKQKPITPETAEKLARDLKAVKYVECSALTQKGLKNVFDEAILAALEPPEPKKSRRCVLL
Rac1 wt GTP bind: human Rac1 wildtype GTP binding, inhibitors and activators; 0.27% of 190,000 active; AID 757; GST-Rac1 beads, fluorescent GTP binding, flow cytometry; actives lie on both sides; 0 = cold GTP competed, 100 = untreated; GTP binding activity (% of control), % at 10 µM; P63000;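 active = GTP binding activity at least 20 points away from the 100% control level, either lower or higher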
Mcl1 Bid PPI: Mcl-1/Bid interaction inhibition; Q07820; TR-FRET Mcl-1/Bid-Dy647 peptide binding, 1536-well; inhibition, % at 21.7 µM; 0.97% of 220,000 active; AID 1021;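 active = compounds that cut the binding signal by more than half at the single screening dose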;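 also: His-tagged Mcl-1 with europium anti-His antibody binding Bid BH3 peptide; 0% = Mcl-1 plus peptide wells and 100% = peptide-only wells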
Rab2 wt GTP: changes GTP binding to wildtype dog Rab2A, up or down; P61105; GST-Rab2 wt beads, Bodipy-GTP binding, flow cytometry; GTP binding activity, % at 10 µM; 0.19% of 190,000 active; AID 760;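 active = GTP binding activity at least 20 points away from 100%, either lowered or raised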;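 also: 0% = beads with excess unlabeled GTP and 100% = no-compound control corrected for plate trend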
HRas wt GTP: changes GTP binding to wildtype human HRas. P01112. GST-Ras wt beads, Bodipy-FL-GTP binding, flow cytometry; actives lie on both sides. GTP binding activity, % at 10 µM. 0.14% of 190,000 active. AID 759;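 active = GTP binding activity at least 20% away from the 100% baseline, either lowered as inhibitor or raised as activator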;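 also: 0% = unlabeled GTP competition control and 100% = no-compound control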
Target sequence (P01112 whole entry, looked up): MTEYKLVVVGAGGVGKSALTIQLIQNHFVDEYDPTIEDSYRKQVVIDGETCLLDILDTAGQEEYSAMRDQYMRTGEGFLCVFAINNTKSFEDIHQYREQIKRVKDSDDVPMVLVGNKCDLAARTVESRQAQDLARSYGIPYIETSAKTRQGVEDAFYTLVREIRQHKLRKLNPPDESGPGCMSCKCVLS
Rac1 mut GTP: modulators of GTP binding to human Rac1 activated mutant; 0.11% of 190,000 active; percent activity (GTP binding), % at 10 µM; GST-Rac1 activated beads, fluorescent GTP binding, flow cytometry; actives lie on both sides; 100% means binding = to untreated wells; P63000;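 active = GTP binding at least 20 percentage points away from the 100% baseline, in either direction, so actives lie on both sides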
RGS8-Gao reg: human RGS8-Galphao interaction regulation; P09471; multiplexed bead flow cytometry, RGS8-Galphao binding; actives lie on both sides; 0.34% of 220,000 active; response (percent of control binding), % at 10 µM; AID 1423; in the data active = response below about 60% or above about 140%; inactive = in between;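 also: Galphao activated as the GDP aluminium fluoride complex binding bead-coupled RGS8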
Target sequence (P09471 whole entry, looked up): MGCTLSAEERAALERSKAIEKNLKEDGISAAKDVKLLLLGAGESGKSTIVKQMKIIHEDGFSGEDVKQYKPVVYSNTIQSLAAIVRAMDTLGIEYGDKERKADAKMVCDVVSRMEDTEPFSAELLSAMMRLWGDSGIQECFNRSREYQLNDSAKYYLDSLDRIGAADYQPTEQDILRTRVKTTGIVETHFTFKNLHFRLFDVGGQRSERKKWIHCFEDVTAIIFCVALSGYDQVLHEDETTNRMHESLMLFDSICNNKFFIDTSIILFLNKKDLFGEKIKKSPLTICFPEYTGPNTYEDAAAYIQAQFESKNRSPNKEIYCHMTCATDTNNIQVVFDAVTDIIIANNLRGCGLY
Starred values were filed as active, the others as inactive; . = not tested or not shown.

Start of the listing, in advance:
Values in the order – Rab7 wt GTP bind	Mcl1 Noxa PPI	Mcl-1 Bim block	Pf gametocyte	Cdc42 wt	Rac1 wt GTP bind	Mcl1 Bid PPI	Rab2 wt GTP	HRas wt GTP	Rac1 mut GTP	RGS8-Gao reg
1. c1ccc(C[n+]2cccc(-c3ccccc3)c2)cc1
 : 97	-8	-3	-19	102	103	-18	101	100	100	106
2. Cn1c(=O)[nH]c(=O)c2c1nc(N1CCCCC1)n2CC(O)CN1CCCCC1 (stereo unspecified)
 : 97	-10	-6	.	100	100	-88	97	98	98	114
3. Cc1ccc(C)n1NC(=O)c1ccccc1
 : 97	14	-2	.	95	92	-41	95	96	92	102
4. Cc1cc(C)c(C(=O)c2ccc(C(=O)N(C(C)C)C(C)C)cc2)c(C)c1
 : 98	6	-8	11	102	104	-3	101	100	102	99
5. CCC(=O)N1CC2(C)CN(C(=O)CC)CC(C)(C1)C2
 : 96	-1	-101	17	105	110	-27	99	101	102	101
6. CCOC(=O)c1c(-c2ccccc2)csc1NC(=O)C(C)NCc1ccco1 (stereo unspecified)
 : 100	14	0	3	97	103	47	97	99	98	101
7. CCOC(=O)C1CCN(CCC(=O)Nc2ccc(F)cc2)CC1
 : 104	-5	-3	13	97	97	-1	96	96	95	105
8. CC(=O)N1CCN=C1SCc1ccc(C)cc1
 : 98	14	0	.	96	96	-9	99	97	96	100
9. Cc1ccc(NC(=O)CCc2nnc(SCC(=O)Nc3ccccc3C)n2C)cc1Cl
 : 97	-32	-2	13	101	103	-55	104	103	101	104
10. CC(=O)c1cc(F)c(N2CCN(C(=O)COc3ccc(F)cc3)CC2)cc1C
 : 101	-14	3	5	103	106	12	101	103	98	105
11. O=C(COc1cccc2cccnc12)Nc1nccs1
 : 99	3	0	5	98	99	-34	98	97	97	96
12. COc1cccc(-c2cc(C(=O)NN3CCOCC3)c3ccccc3n2)c1
 : 100	16	-2	3	102	103	-21	102	102	99	100
13. O=C(COC(=O)Cc1ccc(Br)cc1)NCC1CCCCC1
 : 92	5	0	13	95	97	-7	95	95	92	99

Results, previewed entries included:
Values in the order – Rab7 wt GTP bind	Mcl1 Noxa PPI	Mcl-1 Bim block	Pf gametocyte	Cdc42 wt	Rac1 wt GTP bind	Mcl1 Bid PPI	Rab2 wt GTP	HRas wt GTP	Rac1 mut GTP	RGS8-Gao reg
1. c1ccc(C[n+]2cccc(-c3ccccc3)c2)cc1
 : 97	-8	-3	-19	102	103	-18	101	100	100	106
2. Cn1c(=O)[nH]c(=O)c2c1nc(N1CCCCC1)n2CC(O)CN1CCCCC1 (stereo unspecified)
 : 97	-10	-6	.	100	100	-88	97	98	98	114
3. Cc1ccc(C)n1NC(=O)c1ccccc1
 : 97	14	-2	.	95	92	-41	95	96	92	102
4. Cc1cc(C)c(C(=O)c2ccc(C(=O)N(C(C)C)C(C)C)cc2)c(C)c1
 : 98	6	-8	11	102	104	-3	101	100	102	99
5. CCC(=O)N1CC2(C)CN(C(=O)CC)CC(C)(C1)C2
 : 96	-1	-101	17	105	110	-27	99	101	102	101
6. CCOC(=O)c1c(-c2ccccc2)csc1NC(=O)C(C)NCc1ccco1 (stereo unspecified)
 : 100	14	0	3	97	103	47	97	99	98	101
7. CCOC(=O)C1CCN(CCC(=O)Nc2ccc(F)cc2)CC1
 : 104	-5	-3	13	97	97	-1	96	96	95	105
8. CC(=O)N1CCN=C1SCc1ccc(C)cc1
 : 98	14	0	.	96	96	-9	99	97	96	100
9. Cc1ccc(NC(=O)CCc2nnc(SCC(=O)Nc3ccccc3C)n2C)cc1Cl
 : 97	-32	-2	13	101	103	-55	104	103	101	104
10. CC(=O)c1cc(F)c(N2CCN(C(=O)COc3ccc(F)cc3)CC2)cc1C
 : 101	-14	3	5	103	106	12	101	103	98	105
11. O=C(COc1cccc2cccnc12)Nc1nccs1
 : 99	3	0	5	98	99	-34	98	97	97	96
12. COc1cccc(-c2cc(C(=O)NN3CCOCC3)c3ccccc3n2)c1
 : 100	16	-2	3	102	103	-21	102	102	99	100
13. O=C(COC(=O)Cc1ccc(Br)cc1)NCC1CCCCC1
 : 92	5	0	13	95	97	-7	95	95	92	99
14. Cn1c(/C=N/NC(=O)c2ccccc2Br)nc2ccccc21
 : 98	-10	0	.	103	102	-26	100	99	101	101
15. O=C1C2C3C=CC(C4CC34)C2C(=O)N1/N=C/c1ccc([N+](=O)[O-])o1 (stereo unspecified)
 : 105	10	-2	.	101	100	0	101	102	96	97

3 compounds already listed, arranged by their value in Mcl-1 Bim block, smallest number first.
entry	structure	Rab7 wt GTP bind	Mcl1 Noxa PPI	Mcl-1 Bim block	Cdc42 wt	Rac1 wt GTP bind	Mcl1 Bid PPI	Rab2 wt GTP	HRas wt GTP	Rac1 mut GTP	RGS8-Gao reg
4	Cc1cc(C)c(C(=O)c2ccc(C(=O)N(C(C)C)C(C)C)cc2)c(C)c1	98	6	-8	102	104	-3	101	100	102	99
1	c1ccc(C[n+]2cccc(-c3ccccc3)c2)cc1	97	-8	-3	102	103	-18	101	100	100	106
15	O=C1C2C3C=CC(C4CC34)C2C(=O)N1/N=C/c1ccc([N+](=O)[O-])o1 (stereo unspecified)	105	10	-2	101	100	0	101	102	96	97

Further entries follow.
Values in the order – Rab7 wt GTP bind	Mcl1 Noxa PPI	Mcl-1 Bim block	Pf gametocyte	Cdc42 wt	Rac1 wt GTP bind	Mcl1 Bid PPI	Rab2 wt GTP	HRas wt GTP	Rac1 mut GTP	RGS8-Gao reg
16. CCN1C(=O)C2C(c3cccc(F)c3)NC(C)(C(=O)OC)C2C1=O (stereo unspecified)
 : 96	6	-1	.	103	108	-12	99	100	99	96
17. O=c1c2ccccc2nc(/C=C/c2ccc3c(c2)OCO3)n1CCCO
 : 92	8	2	.	95	93	-24	93	93	94	105
18. COc1ccc(Cl)cc1CN1CCN(c2nc(C)cc(C)c2C#N)CC1
 : 99	14	-1	-12	101	103	-8	100	100	98	101
19. O=Cc1ccc(OCc2ccccn2)cc1
 : 99	15	22	.	96	102	-15	97	97	100	103
20. C#CC[N+]1(CC#Cc2cccc3ccccc23)CCOCC1
 : 109	11	0	8	96	98	-40	100	99	96	106
21. COc1ccc(Nc2nc3c([nH]2)c(=O)[nH]c(=O)n3C)cc1
 : 96	11	-21	5	96	93	-27	96	95	97	106
22. COc1ccc(CNC(=O)CN2C(=O)C3CCCN3c3ncc(Cl)cc32)cc1 (stereo unspecified)
 : 101	-25	2	17	103	105	-28	103	103	100	89
23. COc1cc(NC(=O)CN2CCC(C)CC2)c(C)cc1[N+](=O)[O-]
 : 99	24	-4	.	99	99	9	100	98	98	103
24. CC1CN(CCCOc2ccc([N+](=O)[O-])cc2)CC(C)O1 (stereo unspecified)
 : 100	14	-4	-4	102	104	24	101	100	99	99
25. Cc1cccc(NC(=O)CSC(N)=O)c1C
 : 99	-18	0	.	110	113	-106	103	105	107	89
26. CCCc1c(O)nc(SCc2ccccc2)[nH]c1=O
 : 98	-20	0	-54	97	99	-40	98	98	98	99
27. CC(=O)c1cc(C#N)c(N2CC(C)OC(C)C2)nc1C (stereo unspecified)
 : 99	18	-1	5	98	94	-28	94	93	92	97
28. S=C(NCCN1CCOCC1)Nc1ccc(Nc2ccccc2)cc1
 : 91	13	-3	-3	97	96	-55	97	97	95	101
29. O=c1c2c(-c3ccccc3)csc2ncn1/N=C/c1c2ccccc2cc2ccccc12
 : 101	10	14	.	97	101	-14	99	99	98	97
30. Cc1ccc(/C=C(\NC(=O)c2ccccc2)C(=O)OCc2ccccc2)cc1
 : 100	1	-1	-9	97	101	-9	98	101	99	103
31. Cn1c2c(c(=O)n(C)c1=O)C(c1cccc([N+](=O)[O-])c1)Nc1ccccc1O2 (stereo unspecified)
 : 97	10	1	2	98	99	-6	100	99	99	102

Screens: PubChem BioAssay, several laboratories
